HT1080 IDH1KD tx: kills HT-1080 cells with IDH1 knockdown | 360,000 compounds, 2% hits | HT-1080 IDH1 knockdown viability, ATP luminescence, 48 h | Potency, µM (doses to about 46.1 µM), without a hit: at the top dose activity, negative = toxicity, usual class: cytotoxic;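 also: potency is read from the fitted curve at half-maximal effect; 0% = DMSO wells and -100% = cell-free medium wells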
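Assay cells: HT-1080 with IDH1 knockdown, 750 per well, RPMI/5% FBS. Exposure: 48 h at 37 °C following 2 h pre-incubation. Read: CellTiter-Glo luminescence; fitted concentration-response, curve class assigned.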
KB-3-1 tox: kills parental KB-3-1 adenocarcinoma cells; AID 1347075; 400,000 compounds, 1.4% hits; KB-3-1 viability, CellTiter-Glo ATP luminescence, 72 h; Potency, µM (titrated, usually from 46.1 µM), without a hit: at the top dose activity change, negative = cytotoxic, most hits filed as cytotoxic; also: potency is read from the fitted curve at half-maximal effect; % is scaled to controls: 0 for no effect and ±100 for the full control effect; nearly all actives have a fitted effect of over 60% in size
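Cells are dispensed, compounds pinned in, plates held at 37 °C for 72 h, then CellTiter-Glo is added and luminescence read after 10 minutes. Cell line: parental KB-3-1 in phenol-red-free DMEM, 10% FBS.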
HepG2 viability: HepG2 cytotoxicity, counter-screen for TGF-b inhibitors. HepG2 CAGA-GFP viability, ATP luminescence, 18 h. Potency, µM (top dose mostly 46.1 µM), without a hit: at the highest dose activity change, negative = cytotoxicity, most hits filed as cytotoxic. 410,000 compounds, 0.76% hits; also: potency is read from the fitted curve at half-maximal effect; some results filed as inactive show a strong effect at the top dose
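CellTiter-Glo luminescence gave cytotoxicity after 18 hours at 37 degrees C. The cells were HepG2 CAGA-GFP in 1% FBS DMEM, stimulated with 500 pg/mL TGF-beta after compound addition. %Activity was normalised to no-cell wells (complete cell-killing) and DMSO (no toxicity), and curves were fitted and classified.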
SW480 rereplic: DNA re-replication induction in SW480 cells; SW480 DNA re-replication, Hoechst DNA content imaging, 48 h; Potency, µM (series often up to 46.1 µM), for inactives: at the top dose re-replication activation, usual class: activators; 340,000 compounds, 1.8% hits; AID 624297; also: potency is read from the fitted curve at half-maximal effect; % of control where 0% means no effect; nearly all actives have a fitted effect of over 55% in size
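SW480 cells exposed to compounds for 48 hr at 37 C, 5% CO2, then Hoechst-stained 40 min. Nuclear DNA content imaged by fluorescence scanning (405 nm excitation, 500-530 nm emission); re-replication scored as increased high-intensity nuclei.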
ATXN viability: cell viability loss in ATXN counter-screen; S2 cells (HEK-293 line with an ATXN2-luciferase reporter) viability, CellTiter-Fluor protease fluorescence, 24 h; Potency, µM (series often up to 56.7 µM), usual class: cytotoxic; 400,000 compounds, 0.49% hits; AID 651635; also: potency is read from the fitted curve at half-maximal effect; nearly all actives have a fitted effect of over 40% in size
ATXN2 expr inh: reduces ATXN2 reporter expression in HEK-293 cells | HEK-293 ATXN2-luciferase reporter, luminescence, 24 h | Potency, µM (titrated, usually from 57 µM), inactives show at the top dose activity change, negative = inhibition, hits mostly inhibitors | 360,000 compounds, 0.72% hits; also: potency is read from the fitted curve at half-maximal effect; % is scaled to controls: 0 for no effect and ±100 for the full control effect; nearly all actives have a fitted effect of over 55% in size
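qHTS (up to 57 uM final) was run with 24 h compound exposure of reporter cells at 37 °C. Each well was multiplexed: SteadyGlo luminescence measured ATXN2-luciferase expression after a fluorogenic Gly-Phe-AFC viability readout (25 uM final).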
HT1080-NT tox: kills 2HG-producing HT-1080-NT fibrosarcoma cells. HT-1080-NT fibrosarcoma viability, CellTiter-Glo ATP luminescence, 48 h. Potency, µM (doses to about 46.1 µM), without a hit: top-dose activity, negative = less viability, most hits filed as cytotoxic. 360,000 compounds, 1.6% hits;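 also: NT is the 2HG producing partner of a matched IDH1 knockdown line; potency is read from the fitted curve at half-maximal effect; 0% = DMSO-treated cells and -100% = media-only wells without cells; nearly all actives have a fitted effect of over 55% in size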
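Fibrosarcoma NT cells, 750 per well in 5% FBS RPMI, were exposed to compound for 48 hours. Viability: CellTiter-Glo luminescence.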
IL1B secr inh: inhibitors of inflammasome signaling (IL-1 beta secretion) | THP-1 LPS/ATP IL-1B secretion, AlphaLISA, 16 h; active compounds read low | activity change, % at 57.5 µM | 360,000 compounds, 4.7% hits; in the data active = activity change below about -50%; inconclusive = mostly about -30% to -49%; also: % is scaled to controls: 0 for no effect and ±100 for the full control effect
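THP-1 cells pretreated 1 hr with compounds (up to 57.5 uM final), then stimulated with LPS (250 ng/mL final) plus ATP (1.25 mM final); secreted IL-1B measured by AlphaLISA after 16 hr, decreased signal indicating inhibition.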
MCF10A rerep: DNA re-replication induction in MCF 10a cells; MCF 10A DNA re-replication, Hoechst nuclear intensity, 48 h; Potency, µM (top dose mostly 46.1 µM), for inactives: at the top dose activity, positive = re-replication, hits mostly activators; 350,000 compounds, 2.9% hits; also: potency is read from the fitted curve at half-maximal effect; % of control where 0% means no effect; nearly all actives have a fitted effect of over 50% in size
Starred values were filed as active, the others as inactive; i = inactive; ? = inconclusive; . = not tested or not shown; & = joins results of further samples; [ ] = another dose, or the depositor's remark. Unless noted, calls follow the shape of the dose curve; as a rule, active = well fitted curve in the direction sought with a large enough effect; inconclusive = small, poorly fitted or top-dose-only effect, or another doubt; inactive = no such curve, though single readings can be large; an effect the other way counts as inactive or inconclusive.

Each structure is followed by: HT1080 IDH1KD tx	KB-3-1 tox	HepG2 viability	SW480 rereplic	ATXN viability	ATXN2 expr inh	HT1080-NT tox	IL1B secr inh	MCF10A rerep
CCOC(=O)C1(CCOC)CCN(C(=O)c2sccc2C)CC1
    3%	1%	8%	-5%	i	.	15%	-7	-1%
Cc1cc(C)c(Cn2c3ccccc3c3cnn(CC(=O)NCCC4=CCCCC4)c(=O)c32)c(C)c1
    .	1%	0%	.	i	5%	.	.	.
CNC(=O)c1c(C)nc(SCC(=O)NCc2ccc(OC)cc2)c(C#N)c1-c1ccco1
    5%	9%	0%	1%	i	-4%	6%	-1	3%
Cc1cccc(C)c1NC(=S)NCCSc1ccc(Cl)cc1
    -10%	?	-11%	-11%	i	-12%	-13%	-72*	?
Cc1nnc(NC(=O)CN2CC(C)OC(C)C2)s1 (stereo not given)
    9%	19%	13%	-3%	i	3%	1%	20	-13%
O=C(OCC1CC(c2ccccc2)=NO1)c1ccco1 (stereo not given)
    16%	1%	4%	0%	i	.	-9%	10	-1%
C[C@H](O)[C@@H]1C(=O)N2CCc3c([nH]c4ccccc34)[C@@H]2C[C@@H]1N(C)C(=O)NC1CCCCC1
    -5%	?	-25%	.	i	-15%	-5%	-15	.
CC(=O)c1ccc(NC(=O)CCCc2nc(-c3cccc(C)c3)no2)cc1
    .	-3%	-20%	.	?	-21%	.	.	.
CC(OC(=O)C1CCCC1)C(=O)Nc1ccc(C(N)=O)cc1 (stereo not given)
    3%	18%	-18%	11%	i	2%	-2%	24	8%
COc1ccccc1-c1cnc(C(O)c2ccc(C)c(F)c2)[nH]1 (stereo not given)
    2%	-12%	-3%	.	i	2%	-3%	-27	.
CCOc1ccc(Nc2nc(Cc3nnc(SCC(=O)NCc4ccco4)n3CC)cs2)cc1
    -5%	10%	-6%	-2%	i	-12%	-5%	19	-2%
COc1cccc(N2C(=O)C3CCCN3C2c2ccc(F)cc2)c1 (stereo not given)
    -1%	0%	0%	-4%	?	-15%	-10%	5	3%
CN1CCN(c2nc(-c3cc4ccccc4o3)cs2)CC1
    7%	2%	3%	-53%[inhibitor]	i	29%	11%	21	0%
O=C(Nc1nnc(Cc2ccccc2)s1)c1cccs1
    -4%	16%	1%	-1%	i	33%[activator]	-4%	20	13%
C/C(=N/NC(=O)c1cccs1)c1ccco1
    8%	13%	-8%	0%	i	42%[activator]	5%	12	3%
CCOc1cc(C(=O)Nc2ccc(S(=O)(=O)Nc3nnc(CC)s3)cc2)cc(OCC)c1OCC
    -18%	-9%	8%	3%	i	15%	2%	64	2%
NC(=O)[C@@H]1CC2(CC(c3cccc(NC(=O)[C@@H]4CCC(=O)N4)c3)=NO2)CN1C(=O)Cc1ccc([N+](=O)[O-])cc1 (stereo not given in full)
    3%	-3%	-5%	-7%	i	6%	4%	5	14%
CCc1c(C)c2ccc(O)c(CN(C)C)c2oc1=O
    4%	5%	-21%	-2%	?	6%	6%	0	-3%
CC(NC(N)=O)C(=O)OCC(=O)c1ccc(-c2ccccc2)cc1 (stereo not given)
    18%	-4%	-16%	0%	i	7%	15%	20	0%
O=C(Nc1nnc(-c2ccccc2F)s1)C1CCCO1 (stereo not given)
    -2%	-1%	1%	-29%	i	27%	13%	-25	2%
Cc1c(C(=O)OC2CCCC2)[nH]c2c1C(=O)CC(c1ccco1)C2 (stereo not given)
    1.3µM*	0.52µM*	-35%	?	?	-6%	0.52µM*	44	?
O=c1[nH][nH]c(-c2ccccc2O)c1C(C[N+](=O)[O-])c1ccc(Cl)cc1Cl (stereo not given)
    1%	-4%	-33%	9%	i	7%	1%	11	25%
COC(=O)c1cn(NC(=O)Cc2cccc(OC)c2)c(=O)c2ccccc12
    1%	15%	1%	-1%	i	0%	1%	2	-4%
O=C(Nc1nc(-c2ccccc2)c(-c2ccccc2)o1)c1ccc(F)cc1
    ?	?	-34%	4%[9.22 µM]	i	-25%	-27%	10	?
COC(=O)C1=C[C@@H](C(=O)OC)[C@@H]2C3=C(C(=O)C2(C)C)[C@H](c2ccccc2)[C@@H]2C(=O)N(C)C(=O)[C@@H]2[C@@H]3C1
    16%	-4%	-5%&-7%	1%	i	13%	15%	-5	2%
Cc1ccc(-c2cccc(C3CC=CC4C3C(=O)N(Cc3ccccc3)C4c3cc(C)ccc3F)c2)cc1 (stereo not given)
    -1%	21µM*	-4%&-4%	-1%	i	12%	-20%	33	-1%
COCCNC(=O)CSc1nc2nc(C)cc(C)n2n1
    0%	-3%	-28%	-5%	i	2%	7%	4	-18%
CC(=O)c1cc(-c2ccccc2)[nH]c1N1CCCC1
    0%	0%	-38%	2%	?	-1%	9%	-22	?
O=C(COc1ccc(S(=O)(=O)N2CCCC2)cc1)N1CCCCC1
    2%	-5%	12%	-1%	i	15%	0%	-4	6%
CCCC(=O)NC(=S)Nc1ccc(Cl)cn1
    22%	13%	-10%	0%	i	24%	17%	-10	1%

(further entries)
Each structure is followed by: HT1080 IDH1KD tx	KB-3-1 tox	HepG2 viability	SW480 rereplic	ATXN viability	ATXN2 expr inh	HT1080-NT tox	IL1B secr inh	MCF10A rerep
O=c1c2ccccc2c(C=NCCCN2CCOCC2)c(O)n1Cc1ccccc1
    -22%	-4%	3%	-16%	i	1%	-15%	-8	13%
COc1ccccc1C(=O)N=Nc1c(O)[nH]c2ccc([N+](=O)[O-])cc12
    2%	-6%	-26%	-17%	i	.	4%	23	-1%
O=C(c1cccc(F)c1)N1CCN(CC2CC3C=CC2C3)CC1 (stereo not given)
    10%	-4%	12%	-2%	i	-15%	13%	-2	4%
Cc1ccc(NC(=O)N2CCCCCC2)cc1
    19%	-3%	-7%	1%	i	36%	22%	-12	1%
Cc1ccc(C(=O)N2CCN(c3ccc(Cl)cc3)CC2)cc1
    -11%	-3%	-22%	1%	i	-4%	-1%	-14	4%
O=S(=O)(C=C(c1ccccc1)c1ccccc1)c1ccccc1
    -10%	-19%	0%	7%	i	-12%	-16%	-5	?
Cc1cc(CN2CCCC(N3CCc4ccccc4C3)C2)cc(C)c1O (stereo not given)
    6%	-1%	-10%	?	i	-3%	1%	-9	6%
Cc1ccc(-n2ncc(C(=O)N3CCN(c4cccc(C)c4C)CC3)c2C2CCNCC2)c(C)c1
    .	5%	-83%	.	i	-21%	.	.	.
CN1CCC(=NNC(=O)C(=O)NCc2ccccc2)CC1
    15%	3%	1%	-16%	i	6%	0%	15	-11%
COc1ccc(NC(=O)CN2C(=O)NC(C)(c3ccccc3)C2=O)cc1Cl (stereo not given)
    -19%	10%	-4%	-12%	i	0%	-3%	-8	12%
Cc1ccc(Cl)cc1NC(=O)N[C@@H](C)C(=O)O
    12%	17%	-32%	-2%	i	1%	17%	11	-3%
CC(=O)c1ccc(OCc2cc(C(=O)N(C)C(C)c3nccs3)no2)cc1 (stereo not given)
    -8%	8%	-19%	-7%	i	2%	-3%	21	9%
O=C(c1cccc(C(F)(F)F)c1)N1CCN(c2cc(=O)[nH]nc2-c2ccccc2)CC1
    -11%	2%	-21%	-7%	i	-19%	-19%	-20	4%
COc1ccc(CCNC(=O)CCn2c(=O)c3ccccc3n(Cc3ccccc3F)c2=O)cc1OC
    .	-18%	-2%	.	i	-10%	.	.	.
Cn1nc(C(=O)NCc2ccccc2Cl)c2c1-c1ccccc1S(=O)(=O)C2
    -1%	-14%&-6%	3%&-10%	?	i	3%&-3%	5%	-10	7%
COC(=O)c1ccc(NC(=S)NCCC2=CCCCC2)cc1
    ?	15%	-8%	0%	i	-3%	?	59	-1%
COc1ccc(S(=O)(=O)N2CCN(Cc3nc4ccc(C)cc4o3)CC2)cc1OC
    .	0%	-19%	.	i	-13%	.	.	.
CN(CCC#N)C(=S)Nc1ccc(Oc2ccccc2)cc1
    -1%	-1%	-19%	0%	i	.	-1%	25	1%
CCn1c(CNC(=O)C23CC4CC(CC(C4)C2)C3)nnc1SCC(=O)Nc1ccc(OC)cc1
    .	-6%	-7%	.	i	-18%	.	.	.
COC(=O)C(C(=O)NCC1CCCO1)C1CCCC1 (stereo not given)
    7%	1%	-4%	8%	i	-2%	17%	-5	-6%
COc1ccc(C(=O)Nc2cc(OC)c(NC(=O)Nc3ccccc3)cc2OC)cc1
    ?	0%	-18%	.	?	.	?	-14	.
O=C(C1=C(O)C(=O)N(Cc2ccccc2)C1c1cccnc1)c1ccco1 (stereo not given)
    12%	21%	6%	-4%	i	-8%	8%	34	1%
COc1ccc(S(=O)(=O)NCCc2c[nH]c3ccc(Cl)cc23)cc1
    ?	-1%	2%	?	i	-6%	-26%	-7	?
COc1ccc(CCN2C(=O)C3C4CC(C5C(C(=O)O)=NOC45)C3C2=O)cc1OC (stereo not given)
    5%	1%	6%	-4%	i	-4%	4%	14	-1%
CC(=O)NCC(=O)OCC(=O)c1ccc(Cl)cc1
    5%	4%	2%	?	i	.	7%	22	16%
COC(=O)c1ccc(-c2noc(CN(C)CC3CCCCO3)n2)cc1 (stereo not given)
    0%	-1%	17%	-1%	i	55%[activator]	0%	38	6%

Some of the entries so far, as labelled records:
COc1ccc(S(=O)(=O)NCCc2c[nH]c3ccc(Cl)cc23)cc1
  HT1080 IDH1KD tx: ?
  KB-3-1 tox: -1%
  HepG2 viability: 2%
  SW480 rereplic: ?
  ATXN viability: i
  ATXN2 expr inh: -6%
  HT1080-NT tox: -26%
  IL1B secr inh: -7
  MCF10A rerep: ?

COc1ccc(CCNC(=O)CCn2c(=O)c3ccccc3n(Cc3ccccc3F)c2=O)cc1OC
  HT1080 IDH1KD tx: .
  KB-3-1 tox: -18%
  HepG2 viability: -2%
  SW480 rereplic: .
  ATXN viability: i
  ATXN2 expr inh: -10%
  HT1080-NT tox: .
  IL1B secr inh: .
  MCF10A rerep: .

Source: PubChem
